FXIIa inh – factor XIIa (human) inhibition | inhibition, % at 5 µM | AID 800 | purified FXIIa, Boc-QGR-AMC fluorogenic substrate, 2 h | 220,000 tested, 0.3% active; in the data active = inhibition above about 40%;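 also: 0% = enzyme with no compound and 100% = blank without enzyme; many of its hits are not listed in these tables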
p97 inhibitor – inhibitors of human p97 ATPase; P55072; recombinant p97 ATPase, Kinase-Glo ATP luminescence, 3 h; inhibition, % at 8 µM; 220,000 tested, 0.42% active; AID 1481; in the data active = inhibition above about 15%;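 also: 0% = DMSO vehicle and 100% = wells lacking enzyme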
KLK5 inh – inhibitors of human kallikrein 5; recombinant hK5, fluorogenic AMC substrate cleavage; 210,000 tested, 0.59% active; AID 873; inhibition, % at 5 µM;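 active = inhibition of 40% or more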;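 also: 0% = enzyme controls without compound and 100% = no-enzyme blanks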
Target sequence (Q9Y337 67-293 limits assumed): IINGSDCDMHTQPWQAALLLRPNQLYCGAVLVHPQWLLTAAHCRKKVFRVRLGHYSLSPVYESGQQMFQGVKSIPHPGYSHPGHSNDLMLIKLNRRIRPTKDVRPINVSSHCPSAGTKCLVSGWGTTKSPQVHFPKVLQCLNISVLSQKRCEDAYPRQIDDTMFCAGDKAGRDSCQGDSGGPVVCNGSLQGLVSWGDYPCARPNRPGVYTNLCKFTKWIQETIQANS
FXIa inh – inhibitors of human coagulation factor XIa; purified FXIa, Boc-Glu-Ala-Arg-AMC fluorogenic substrate; 220,000 tested, 0.14% active; inhibition, % at 5 µM;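 active = inhibition of at least 40%; inactive = inhibition below 40%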;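 also: fluorescence of freed AMC excited at 355 nm; 0% = enzyme without compound and 100% = no enzyme blank; many of its hits are not listed in these tables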
Furin inhibitor – human furin inhibition. P09958. purified furin, fluorogenic substrate cleavage. inhibition, % at 30 µM. 220,000 tested, 0.061% active. AID 463115; in the data active = inhibition above about 25%; also: inactives centre near -15
Target sequence (P09958 108-714 limits assumed): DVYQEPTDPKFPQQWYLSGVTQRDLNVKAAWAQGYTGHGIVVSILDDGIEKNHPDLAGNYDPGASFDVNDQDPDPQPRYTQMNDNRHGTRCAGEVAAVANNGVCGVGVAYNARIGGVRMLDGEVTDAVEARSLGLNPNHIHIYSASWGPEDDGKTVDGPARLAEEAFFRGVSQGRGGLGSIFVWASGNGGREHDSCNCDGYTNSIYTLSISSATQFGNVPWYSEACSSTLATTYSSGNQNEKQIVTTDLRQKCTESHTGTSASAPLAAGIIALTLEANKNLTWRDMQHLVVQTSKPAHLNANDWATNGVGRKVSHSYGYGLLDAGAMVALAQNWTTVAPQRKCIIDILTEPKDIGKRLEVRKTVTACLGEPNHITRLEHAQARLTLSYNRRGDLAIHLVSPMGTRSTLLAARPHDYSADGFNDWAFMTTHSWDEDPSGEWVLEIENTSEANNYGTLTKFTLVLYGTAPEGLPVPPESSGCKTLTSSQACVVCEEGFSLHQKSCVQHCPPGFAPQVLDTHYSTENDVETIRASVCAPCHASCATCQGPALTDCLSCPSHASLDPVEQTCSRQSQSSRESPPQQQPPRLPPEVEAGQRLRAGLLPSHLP
Thrombin inh – blocks human thrombin protease activity; P00734; alpha-thrombin, Boc-VPR-AMC fluorogenic substrate cleavage; inhibition, % at 5 µM; 220,000 tested, 0.26% active; AID 1046;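 active = inhibition at or above 40%; inactive = inhibition below 40%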;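 also: 0% = enzyme with no compound and 100% = wells without enzyme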
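System – human alpha-thrombin protein · Reagent – Boc-VPR-AMC substrate, 15 µM final · Compound – 5 µM single dose in 0.2% DMSO · Schedule – reaction at room temperature · Technique – AMC fluorescence at 355 nm excitation and 460 nm emission · Read-out basis – % inhibition relative to enzyme controls and enzyme-free blanks · Control set – no-compound enzyme wells and no-enzyme blanks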
Cl transport mod – modulates chloride dependent transport by human KCC2. KCC2 cells, thallium flux FluoZin-2 fluorescence. Q9H2X9. AID 1456. 190,000 tested, 2.2% active. B-score of Tl+ flux slope (higher = more flux/activation; lower = inhibition) at 10 µM;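 active = thallium flux slope and its plate-corrected score both differing from the plate sample mean at a set confidence after two filtering rounds, in either direction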;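 also: slope of fluorescence scaled to starting intensity during 10 to 20 s after thallium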
Wee1 degr inh – blocks degradation of human Wee1 kinase. P30291. HeLa Luc-Wee1K328M stability, luciferase luminescence; 100% = proteasome inhibitor MG132 effect. reporter increase, % at 5 µM. 220,000 tested, 1.2% active;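 active = activation above the mean of all tested compounds plus 3 SD, set per screening run, cut at about 8.8% in these data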;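 also: cells exposed to compound for 20 h before luminescence read; 0% = DMSO alone and 100% = MG132 at 30 µM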
PERK inh – inhibitors of human PERK kinase; 220,000 tested, 0.17% active; CHO PERK-DD fusion, SEAP luminescence translation reporter; AID 1416; inhibition, % at 5.6 µM;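 active = inhibition above the mean inhibition of all tested compounds plus 3 SD, set separately per screening campaign, cut at about 2.9% in these data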;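 also: PERK kinase domain activated by AP20187 dimerizer at 100 nM; 0% = DMSO with dimerizer and 100% = rapamycin at 8.4 µM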
An asterisk follows results filed as active; . = no result given; [ ] = dose if it differs, or a comment.

no.	canonical_smiles	FXIIa inh	p97 inhibitor	KLK5 inh	FXIa inh	Furin inhibitor
1	Cc1c(N/C(=N/S(=O)(=O)c2ccccc2)c2ccc(Cl)cc2)c(=O)n(-c2ccccc2)n1C	2	0	-2	3	-24
2	COc1ccc(N2C(=O)CC(SCc3ccc(Cl)cc3)C2=O)cc1 (centres undefined)	10	0	-2	-1	-18
3	C=CCNC(=S)N1CCN(S(=O)(=O)c2ccc(C)cc2)CC1	6	-3	-1	-2	-11
4	CC(Oc1ccccc1)C(=O)N/N=C/c1ccccn1 (centres undefined)	11	3	-12	-3	-19
5	COc1ccc(OC)c(NC(=O)Cn2cccc2)c1	13	7	-5	18	-27
6	Cc1sc2c(c1C)CN(Cc1ccncc1)CN2C(=O)c1ccco1	8	-7	-7	0	3[20 µM]
7	O=C(NC1CCCCC1)C1CCN(C(=O)c2ccc(-c3ccccc3)cc2)CC1	6	3	1	1	-16
8	COc1ccc(OC)c(N2C(=O)[C@@H]3C(c4ccccc4Cl)=NO[C@@H]3C2=O)c1	6	4	-19	-2	-24
9	O=C1CC(c2ccc(F)cc2)CC(O)=C1C1NCCc2ccccc21 (centres undefined)	5	3	-20	2	-26[20 µM]
10	COC(=O)/C(C#N)=C/c1c(Oc2cccc(C)c2)nc2ccccn2c1=O	3	0	3	1	-23

no.	Thrombin inh	Cl transport mod	Wee1 degr inh	PERK inh
1	-4	0.31	-3	-0.1
2	1	0.6	-1	-0.3
3	-4	3.2	17*	-0.6
4	7	-2.1	1	1.7
5	-6	0.92	-2	0.2
6	-1	-0.15	-1	-0.2
7	-4	.	-2	1.1
8	-1	-0.084	2	1.3
9	0	0.47	0	-2.5
10	-2	-0.5	0	1.3

Next part
no.	canonical_smiles	FXIIa inh	p97 inhibitor	KLK5 inh	FXIa inh	Furin inhibitor
11	O=[N+]([O-])c1cc(F)c(N2CCOCC2)cc1N1CCCCC1	17	3	-5	7	-3[20 µM]
12	CSc1nnc(-c2sccc2OCc2ccccc2)n1C	13	-1	-2	-3	-17[20 µM]
13	CCOc1ccccc1C1CC(c2ccc(Br)cc2)Nc2nc(N)nn21 (centres undefined)	19	-1	-6	8	-8
14	CN(N)c1ccc2c(C(F)(F)F)cc(C(F)(F)F)nc2n1	4	1	0	-3	-14
15	Cn1c(SC2CCCCC2=O)nnc1-c1ccncc1 (centres undefined)	-14	-6	1	-6	-5[20 µM]
16	O=c1[nH]c2ccccc2nc1/C=C(\O)C1CC1	11	4	-5	5	-3
17	CC(C)(/C=N/O)N(O)C=C1C=CC(=O)C=C1	2	5	-6	3	-9
18	NC1=NC(c2ccc(Cl)cc2)n2c(nc3ccccc32)N1 (centres undefined)	-4	-1	1	-7	-28[20 µM]
19	COC(=O)c1ccc2c(=O)n(CC3CCCO3)c(=S)[nH]c2c1 (centres undefined)	11	0	5	6	4[20 µM]
20	O=C(/C=C/c1ccccc1)N1CCN(c2ccccn2)CC1	8	0	-11	1	-13

no.	Thrombin inh	Cl transport mod	Wee1 degr inh	PERK inh
11	2	0.021	-2	2.3
12	-2	.	-4	0.3
13	-5	-0.21	1	-0.5
14	-7	0.54	-2	0.4
15	-2	0.72	1	-0.5
16	0	0.46	0	-0.3
17	-9	-0.59	1	0.9
18	-3	0.3	-2	0.5
19	0	.	0	0.4
20	-2	0.62	-2	-0.6

New compounds follow:
no.	canonical_smiles	FXIIa inh	p97 inhibitor	KLK5 inh	FXIa inh	Furin inhibitor
21	CCOC(=O)CC(NS(=O)(=O)c1ccc(OC)c(C)c1)c1cccc([N+](=O)[O-])c1 (centres undefined)	-16	1	-9	-2	-16
22	O=C(CC1Nc2ccccc2NC1=O)NCc1cccnc1 (centres undefined)	9	3	-42	6	-12
23	Cc1ccc(-n2nc(C)c(NC(=O)CCl)c2C)cc1C	1	1	-11	0	-16
24	COc1ccc(NC(=O)c2ccc(Oc3ncccn3)cc2)cc1	-7	1	-21	-7	-17
25	O=C(NCCCO)c1ccc2nc(-c3ccco3)c(-c3ccco3)nc2c1	9	8	1	4	-18
26	O=C(N/N=C/c1cccnc1)c1ccccc1NS(=O)(=O)c1cccs1	.	0	2	1	-30
27	Cc1ccc(NC(=O)c2ccccc2OCc2ccc([N+](=O)[O-])cc2)nc1	13	1	.	4	-21
28	CN(Cc1cnccn1)C(=O)CC1C(=O)NCCN1Cc1cccc(Oc2ccccc2)c1 (centres undefined)	8	-3	3	1	-20
29	CC(=O)Nc1ccc(S(=O)(=O)Nc2nnc(C(C)C)s2)cc1	3	1	-36	5	-17[20 µM]
30	CCOC(=O)Cc1csc(SCc2cc(=O)oc3cc(O)ccc23)n1	8	-3	-10	7	1

no.	Thrombin inh	Cl transport mod	Wee1 degr inh	PERK inh
21	-4	-1.2	0	-0.5
22	-3	.	2	-0.9
23	-5	0.47	5	0.4
24	3	1.2	2	0.7
25	1	0.03	4	0.3
26	-3	0.58	1	1.3
27	-3	0.46	-1	1.5
28	-6	-0.028	-1	0.0
29	0	.	0	0.1
30	-2	-0.6	-2	1.0

Later entries
no.	canonical_smiles	FXIIa inh	p97 inhibitor	KLK5 inh	FXIa inh	Furin inhibitor
31	O=C(Cn1cc2c(n1)CCCC2)NCC1CCCO1 (centres undefined)	8	-1	1	-5	-24
32	CCn1c(C(=O)O)c(CC(=O)NC2CCCCCC2)c2ccccc21	8	2	0	-3	-23
33	COCCOC(=O)C1=C(C)N(Cc2ccccc2)C(=O)NC1c1ccc(OC)cc1 (centres undefined)	8	-1	-6	5	-18[20 µM]
34	O=C(NC1=NCCS1)c1ccc(Cl)c(S(=O)(=O)N2CCc3ccccc32)c1	9	3	7	1	-30
35	CCOCCCNC(=O)C1CCN(C(=O)N(C)C)CC1	11	7	3	2	-15
36	O=C(NCCCN1CCOCC1)c1ccc2c(=O)n(CCc3ccccc3)c(=O)[nH]c2c1	-11	-2	-31	-9	-22[20 µM]
37	CCCCn1c(N)c(N(CC)C(=O)/C=C/c2ccco2)c(=O)[nH]c1=O	.	2	-3	-5	-30
38	CCOc1cc(C)c(S(=O)(=O)Nc2ccc(F)cc2)cc1C	-3	3	6	-11	-11[20 µM]
39	COc1ccc(C)cc1N(CC(=O)O)S(=O)(=O)c1ccc(C)cc1	-4	-7	4	-8	-25[20 µM]
40	O=C(CCc1nnc(-c2ccccc2)o1)NCc1c(F)cccc1F	10	5	1	-1	-25

no.	Thrombin inh	Cl transport mod	Wee1 degr inh	PERK inh
31	-6	-0.33	-1	3.2*
32	9	-0.036	1	0.5
33	0	-0.18	1	-0.5
34	1	0.33	0	0.9
35	0	-0.19	0	0.6
36	-13	0.66	0	-0.2
37	-6	-0.23	-2	0.9
38	-5	.	1	0.0
39	-4	1.1	1	0.1
40	-3	-0.029	0	-0.4

Remaining list, next part.
no.	canonical_smiles	FXIIa inh	p97 inhibitor	KLK5 inh	FXIa inh	Furin inhibitor
41	Cc1ccc(CN2C(=O)CCC2C(=O)NCCCN2CCOCC2)cc1 (centres undefined)	14	-6	31	-4	-12
42	O=S(=O)(Nc1ncccn1)c1ccc(NS(=O)(=O)c2cccc(Cl)c2Cl)cc1	7	1	2	-1	-18
43	C=CCn1c(SCC(=O)NC2CCCCC2)nnc1-c1sc(N)nc1C	10	3	-8	-3	7[20 µM]
44	CCOC(=O)CSC1=C(C#N)C(c2ccc(F)cc2)C(C(C)=O)=C(C)N1 (centres undefined)	11	-3	3	-1	-22
45	CC(C)NC(=O)COc1ccc(S(=O)(=O)N(C)Cc2ccccc2)cc1	10	0	1	1	-18
46	NC(=O)CC1NC(=O)c2cc([N+](=O)[O-])cc(I)c2OCCC(C(N)=O)NC(=O)[C@@H]2CCCN2C1=O (some centres undefined)	11	3	-12	3	-17
47	Cc1ccc(S(=O)(=O)N2CCC(C(=O)C3C(=O)CC(C)(C)CC3=O)CC2)cc1	-2	3	-7	-4	-2
48	COc1ccc(OC)c(NC(=S)NN2CCN(C)CC2)c1	-1	0	-22	8	-27[20 µM]
49	O=C(CN1CCCC1)NCC(=O)Nc1ccc(F)cc1	10	2	2	-8	-30
50	Nc1nonc1-c1nc2ccccc2[nH]1	4	-1	-10	5	-11[20 µM]
51	COc1ccccc1-c1nnc2sc(COc3ccc(Cl)cc3)nn12	8	-6	-2	-7	-22

no.	Thrombin inh	Cl transport mod	Wee1 degr inh	PERK inh
41	29	.	1	0.4
42	-2	-0.6	9.1*	0.6
43	0	.	-2	0.1
44	-1	-1.2	-3	-1.0
45	-2	-0.79	0	0.1
46	-1	0.72	1	-0.1
47	8	0.13	1	1.1
48	1	.	1	0.8
49	-17	0.49	-4	0.8
50	2	0.32	-2	-0.2
51	-4	-1.5	2	-0.6

An excerpt of these results, with tabs.
#	Molecule	FXIIa inh	p97 inhibitor	KLK5 inh	FXIa inh	Furin inhibitor	Thrombin inh	Cl transport mod	Wee1 degr inh	PERK inh
46	NC(=O)CC1NC(=O)c2cc([N+](=O)[O-])cc(I)c2OCCC(C(N)=O)NC(=O)[C@@H]2CCCN2C1=O (some centres undefined)	11	3	-12	3	-17	-1	0.72	1	-0.1
43	C=CCn1c(SCC(=O)NC2CCCCC2)nnc1-c1sc(N)nc1C	10	3	-8	-3	7[20 µM]	0	.	-2	0.1
42	O=S(=O)(Nc1ncccn1)c1ccc(NS(=O)(=O)c2cccc(Cl)c2Cl)cc1	7	1	2	-1	-18	-2	-0.6	9.1*	0.6
48	COc1ccc(OC)c(NC(=S)NN2CCN(C)CC2)c1	-1	0	-22	8	-27[20 µM]	1	.	1	0.8
50	Nc1nonc1-c1nc2ccccc2[nH]1	4	-1	-10	5	-11[20 µM]	2	0.32	-2	-0.2
49	O=C(CN1CCCC1)NCC(=O)Nc1ccc(F)cc1	10	2	2	-8	-30	-17	0.49	-4	0.8

Limited to PERK inh and Furin inhibitor (3 entries from above):
item	compound	PERK inh	Furin inhibitor
45	CC(C)NC(=O)COc1ccc(S(=O)(=O)N(C)Cc2ccccc2)cc1	0.1	-18
44	CCOC(=O)CSC1=C(C#N)C(c2ccc(F)cc2)C(C(C)=O)=C(C)N1 (centres undefined)	-1.0	-22
49	O=C(CN1CCCC1)NCC(=O)Nc1ccc(F)cc1	0.8	-30
